Screening results (PubChem BioAssay)
TLR9-MyD88 inh – inhibitors of human TLR9-MyD88 binding; inhibition, % at 4.98 µM; 340,000 tested, 0.21% active; CHO BLA complementation TLR9-MyD88, CCF4 FRET ratio; Q9NR96+Q99836;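 active = inhibition above the mean over all tested compounds plus 3 SD, cut at about 21% in these data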;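 also: 0% = DMSO only wells and 100% = clavulanate BLA inhibitor control wells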
Target sequence (Q99836 whole entry, looked up): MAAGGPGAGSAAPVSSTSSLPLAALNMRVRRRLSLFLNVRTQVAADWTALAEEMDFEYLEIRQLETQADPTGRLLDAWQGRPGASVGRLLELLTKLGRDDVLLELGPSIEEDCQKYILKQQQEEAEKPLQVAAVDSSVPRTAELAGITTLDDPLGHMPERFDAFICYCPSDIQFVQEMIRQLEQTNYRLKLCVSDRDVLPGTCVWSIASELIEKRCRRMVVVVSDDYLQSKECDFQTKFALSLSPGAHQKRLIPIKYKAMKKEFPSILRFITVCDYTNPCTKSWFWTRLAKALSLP
Target sequence (Q9NR96 whole entry, looked up): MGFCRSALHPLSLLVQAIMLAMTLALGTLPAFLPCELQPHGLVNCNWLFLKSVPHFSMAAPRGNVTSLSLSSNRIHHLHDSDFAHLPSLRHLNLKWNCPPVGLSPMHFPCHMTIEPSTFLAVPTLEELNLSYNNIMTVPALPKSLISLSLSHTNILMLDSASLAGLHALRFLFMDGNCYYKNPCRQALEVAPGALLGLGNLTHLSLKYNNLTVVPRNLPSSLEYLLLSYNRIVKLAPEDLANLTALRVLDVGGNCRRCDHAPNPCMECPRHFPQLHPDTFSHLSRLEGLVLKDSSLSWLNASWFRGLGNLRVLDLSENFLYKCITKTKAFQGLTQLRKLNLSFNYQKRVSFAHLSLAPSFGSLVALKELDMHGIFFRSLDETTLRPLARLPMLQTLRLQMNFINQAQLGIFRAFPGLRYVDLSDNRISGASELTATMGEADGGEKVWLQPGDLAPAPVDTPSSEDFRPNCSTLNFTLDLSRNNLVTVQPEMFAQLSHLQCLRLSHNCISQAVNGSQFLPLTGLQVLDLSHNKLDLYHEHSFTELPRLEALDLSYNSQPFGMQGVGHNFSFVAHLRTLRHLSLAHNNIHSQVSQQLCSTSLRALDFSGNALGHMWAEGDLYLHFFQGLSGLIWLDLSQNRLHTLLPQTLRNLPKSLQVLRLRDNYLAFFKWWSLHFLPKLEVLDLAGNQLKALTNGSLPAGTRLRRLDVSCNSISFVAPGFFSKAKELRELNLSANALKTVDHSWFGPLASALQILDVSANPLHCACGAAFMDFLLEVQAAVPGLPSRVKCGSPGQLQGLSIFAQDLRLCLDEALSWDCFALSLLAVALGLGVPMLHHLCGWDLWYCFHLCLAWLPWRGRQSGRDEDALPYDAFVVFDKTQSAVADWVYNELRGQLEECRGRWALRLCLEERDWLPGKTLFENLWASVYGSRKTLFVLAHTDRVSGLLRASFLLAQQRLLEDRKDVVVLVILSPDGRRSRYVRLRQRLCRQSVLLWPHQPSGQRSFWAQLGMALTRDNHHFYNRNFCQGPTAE
ABHD5-PLIN5 inh – blocks binding of human ABHD5 to perilipin-5; 360,000 tested, 0.78% active; inhibition, % at 4 µM; Split G. princeps luciferase complementation, luminescence, 4 h; Q00G26+Q8WTS1;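 active = inhibition above the mean inhibition across every tested compound plus 3 SD, cut at about 22% in these data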;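 also: 0% = DMSO only wells and the 100% control is not disclosed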
SRC2 inh – human SRC2 (NCOA2) inhibition | 370,000 tested, 0.17% active | HEK293 GAL4-SRC2 luciferase reporter, luminescence | inhibition, % at 9 µM | AID 651957;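 active = inhibition above the mean inhibition of all tested compounds plus 3 SD, set per campaign, cut at about 52% in these data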;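 also: 0% = DMSO treated cells and 100% = cells given Gossypol at 36 µM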
NCOA3 inh – inhibitors of human steroid receptor coactivator 3 (SRC3) | 360,000 tested, 0.17% active | HEK293 GAL4-SRC3 luciferase reporter, luminescence | inhibition, % at 3.6 µM | AID 588352;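 active = inhibition above a per-campaign cutoff, the mean of all compounds plus 3 SD, cut at about 60% in these data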;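 also: 0% = DMSO-treated cells and 100% = gossypol-treated cells at 36 µM; higher means less SRC3-driven luciferase light from the GAL4 reporter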
SRC1 inh – inhibits human SRC1 coactivator; Q15788; HEK293 GAL4-SRC1 luciferase reporter, luminescence; 360,000 tested, 0.12% active; inhibition, % at 3.6 µM;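 active = inhibition above the campaign mean plus 3 SD, with each screening campaign given its own cutoff, cut at about 60% in these data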;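 also: 0% = DMSO treated cells and 100% = gossypol at 36 µM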
LRH-1 inv ag – suppresses constitutive activity of human LRH-1 | O00482 | HEK293T StAR-luciferase reporter, LRH-1 transfected, 24 h | inhibition, % at 3.6 µM | 360,000 tested, 0.13% active | AID 602396;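 active = inhibition above the mean inhibition of all tested compounds plus 3 SD, cut at about 73% in these data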;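 also: 0% = DMSO wells and 100% = reporter-only cells lacking LRH-1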
NOD2 RIPK2 PPI – blocks binding of human NOD2 to RIPK2; inhibition, % at 4.98 µM; CHO BLA complementation NOD2-RIPK2, CCF4 ratio; O43353; AID 624267; 360,000 tested, 0.38% active; in the data active = inhibition above about 21%;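 also: 0% = vehicle only and 100% = reference blocker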
Granule exo inh – lytic granule exocytosis inhibition. TALL-104 LAMP-1 surface exposure, flow cytometry; cells stimulated with thapsigargin and PMA. inhibition, % at 10 µM. AID 651702. 360,000 tested, 0.66% active;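 active = inhibition above about 55%, limit read from the data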
TROY signal inh – blocks TROY-dependent signaling in reporter cells. 360,000 tested, 0.98% active. AID 1347056. inhibition, % at 10 µM. Q293 LMP1-TROYcd NF-kB luciferase reporter, 4 h;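 active = compounds whose plate-normalised and pattern-corrected inhibition of the luciferase reporter signal at the single screening dose is 50% or more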
TWEAK Fn14 block – blocks TWEAK-Fn14 interaction in a reporter cell assay | TWEAK-stimulated Fn14 reporter cells, luciferase luminescence, 8 h | inhibition, % at 10 µM | 360,000 tested, 2% active; in the data active = inhibition above about 50%
COUP-TFII inh – NR2F2 (human) inhibition, primary screen | HEK293T NGFI-A luciferase reporter, luminescence | 370,000 tested, 0.7% active | P24468 | inhibition, % at 8.6 µM;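 active = inhibition above a per-plate cutoff, mean inhibition of test wells between control levels plus 3 SD, cut at about 38% in these data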;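 also: cells cotransfected with COUP-TFII expression vector driving the NGFI-A reporter; 0% = median of COUP-TF2 test wells and 100% = reporter-only cells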
An asterisk follows results filed as active; / = no result given. These rows are one share of the data. The share of hits here may be higher or lower than overall.

no.	compound	TLR9-MyD88 inh	ABHD5-PLIN5 inh	SRC2 inh	NCOA3 inh	SRC1 inh	LRH-1 inv ag	NOD2 RIPK2 PPI	Granule exo inh	TROY signal inh	TWEAK Fn14 block	COUP-TFII inh
1	COc1cccc(C(C(=O)NCc2ccccc2)N2CCN(c3cccc(C)c3C)CC2)c1OC (stereo unspecified)	/	-5	10	/	/	13	-14	2	/	/	-7
2	COc1cccc(C(C(=O)NC2CCCCC2)N(CC2CCCO2)C(=O)CNC(=O)c2ccco2)c1 (stereo unspecified)	-37	-1	10	-17	2	16	1	0	8	-2	-10
3	CCOC(=O)COc1nc(-c2ccc(Cl)cc2)cc(-c2ccco2)c1C#N	1	2	-11	19	8	-9	-7	-23	18	-2	-1
4	CC(C)c1nnc(NC(=O)CCC(=O)NCc2ccco2)s1	-3	2	-4	7	-2	9	2	3	-21	14	5
5	CCCCC(=O)NN(C)c1nc(-c2ccccc2)nnc1C(F)(F)F	3	-10	2	7	-1	-4	2	-1	12	5	-12
6	Cc1ccc(/C=C/C(=O)O)cc1S(=O)(=O)N1CCc2ccccc21	-1	0	19	-2	-6	9	-9	-3	3	28	7
7	O=C(CSc1nnc(-c2ccccn2)n1Cc1ccccc1)NC1CCCC1	4	-2	-1	4	-38	-12	-4	2	10	-46	4
8	COc1ccccc1C(=O)NCC(=O)N/N=C/c1ccc([N+](=O)[O-])cc1	2	-3	-10	-5	11	-10	-6	-11	-2	-20	-8
9	Cc1ccc(NC(=O)C2CCCN2S(=O)(=O)c2cccc3cccnc23)cc1F (stereo unspecified)	1	1	1	-12	-1	7	-3	-5	13	0	-6
10	CN1C(=O)C(O)(CC(=O)/C=C/C=C/c2ccccc2)c2ccccc21 (stereo unspecified)	-8	9	-17	-2	2	-5	0	-4	4	1	1
11	NC(=O)c1ccccc1NC(=O)c1ccccc1Cl	2	0	-8	-5	-10	-8	1	-7	4	-7	-6
12	CCN(CC)CCC(c1cc(OC)c(OC)c(OC)c1)c1c(O)cc(OC)cc1OC (stereo unspecified)	-2	2	10	21	-39	-8	-14	5	-16	-11	7
13	O=C(Nc1c(-c2ccccc2)[nH][nH]c1=O)c1ccccc1	/	-19	-1	/	/	4	6	15	/	/	3
14	CC(C)CNC(=O)CSc1nc2scc(-c3ccccc3)c2c(=O)[nH]1	9	-10	-7	1	0	-6	-4	-11	39	20	-4
15	Cc1ccc(S(=O)(=O)N(CC(=O)O)Cc2ccco2)cc1	6	2	-3	-8	-10	14	-6	2	9	-6	16
16	CC(=O)Nc1ccc(S(=O)(=O)NCCS(=O)(=O)N2CCN(c3ccccc3)CC2)cc1	0	-6	14	24	15	20	-7	1	25	2	-4
17	COc1ccc(OC(C)C(=O)N(C)Cc2nc(-c3ccc(OC)cc3)no2)cc1 (stereo unspecified)	0	-2	17	12	1	9	-1	7	10	38	24
18	COc1ccc(C(CNC(=O)CN2C(=O)NC(C)(c3ccc4ccccc4c3)C2=O)N2CCCC2)cc1 (stereo unspecified)	2	1	-42	7	-8	-6	3	-8	17	-3	-2
19	C/C(=N\O)c1ccco1	-4	-11	-13	-3	7	4	8	15	6	7	-6
20	CCN(CC(=O)NCc1ccc(Cl)cc1)C(=O)c1sccc1C	7	-8	5	-15	-10	17	2	2	16	9	-1
21	CCN(Cc1nc(-c2ccc(OC)cc2)no1)C(=O)c1ccc2c(c1)OCO2	10	-12	25	-24	12	6	-5	0	-6	0	9
22	Cc1ccc(C)c(NC(=O)CN(C)C(C)C(=O)N2CCCC2)c1 (stereo unspecified)	-3	7	2	-22	4	21	5	-1	-4	-31	0
23	CC(C)(C)C(=O)Nc1ccccc1C(=O)OCC(=O)c1ccc2c(c1)OCCO2	7	-5	3	1	-16	10	10	-2	-19	0	13
24	O=C(Cn1c(-c2ccccn2)nc2ccccc21)NCCN1CCOCC1	2	-8	-6	-7	14	-21	-1	4	-9	0	-5
25	Cc1ccc(-c2csc(NC(=O)c3ccno3)n2)cc1	0	5	-51	-19	-29	-42	8	1	-25	-7	-9
26	O=C(NCC1CCCO1)C1CC(=O)N(c2ccc(Cl)cc2)C1 (stereo unspecified)	-11	1	9	5	10	4	-23	-3	14	11	8
27	OCC1(CO)COC(CCc2ccccc2)=N1	9	0	-12	-2	10	-6	-10	6	3	-7	13
28	COC(=O)N/N=C1\CCCc2ccccc21	-5	1	8	-2	0	-1	4	1	-9	-12	7
29	COc1ccc(C(=O)Nc2ccccc2-c2nnn(CC(=O)N3CCOCC3)n2)cc1	1	-1	2	-6	9	14	0	-6	2	34	12
30	COc1ccccc1S(=O)(=O)Nc1ccc(-c2nnc3n2CCCCC3)cc1	1	-3	3	9	-10	-5	6	-5	4	17	-9
31	Cc1cccc(NC(=O)CN(c2ccc(F)cc2)S(C)(=O)=O)c1	2	8	-14	-1	-84	9	-7	5	-10	10	-8
32	Cc1cccc(NS(=O)(=O)c2ccc(C)c(C(=O)NCc3cccnc3)c2)c1	-3	4	25	-1	11	8	-5	9	12	14	1
33	CC(=O)c1c(C)[nH]c(C(=O)OCC(=O)Nc2cc(C)on2)c1C	-4	-7	-13	13	12	1	-11	-6	0	7	3
34	CS(=O)(=O)N1CCc2cc(C(=O)N3CCCC3)ccc21	-2	-6	-5	12	-8	1	-4	0	6	9	-5
35	NC(=O)c1ncn([C@@H]2O[C@H](CO)[C@@H](O)[C@H]2O)n1	1	-2	-4	-9	-15	-24	7	-2	1	-11	-7
36	CCc1sc(N)nc1-c1ccccc1	9	2	-5	11	-19	21	-2	-1	-7	-2	4
37	CC(C)C(=O)Nc1nc2c(c(=O)[nH]1)CCCC2	/	-7	-37	-1	-14	-20	-15	6	17	-6	2
38	CN1CCN(C(=O)C2CCN(c3ncc(C(F)(F)F)cc3Cl)CC2)CC1	-2	-10	23	18	16	18	-7	-2	15	13	4
39	COc1ccc(/C=C(\C#N)C(=O)N2CCOCC2)cc1Br	-24	5	-32	12	-7	30	6	10	-10	-1	2
40	COc1cc(/C=N/O)cc(Br)c1OCc1cccc(Cl)c1	-7	-16	-17	-1	-15	-9	-11	-2	-4	2	9
41	CCn1cc([N+](=O)[O-])c(C(=O)N2N=C(c3cccc4ccccc34)CC2c2ccccc2O)n1 (stereo unspecified)	-5	12	9	5	-6	-12	-9	2	14	-25	-13
42	O=C(Cn1ccc2ccccc2c1=O)NCCC(=O)Nc1ccc2c(c1)OCCO2	-6	3	-22	13	4	-5	-3	2	36	57*	0
43	Cc1ccc(OCCOC(=O)c2cc(S(=O)(=O)N3CCCCC3)ccc2N2CCOCC2)cc1	-2	13	6	0	3	6	5	0	25	40	14
44	O=C(CCN1C(=O)c2ccccc2S1(=O)=O)Nc1ccc(F)cc1F	-4	-13	-9	6	-6	-23	-11	4	-7	-17	4
45	CCOc1ccc2nc(-c3cc(NC(C)=O)ccc3O)sc2c1	3	-1	-20	-26	2	-24	3	1	26	-22	-10
46	Cc1c(C(=O)Nc2nccs2)sc2nc(-c3cccs3)cc(C(F)(F)F)c12	5	-5	-2	10	12	14	0	1	9	29	-24
47	O=C(CCc1ccccc1)Nc1ccnn1C1CCN(Cc2ncc[nH]2)CC1	1	6	20	-15	-21	0	-2	-6	11	-11	25
48	Cc1ccc(C)c(CN2CCC(CNC(=O)Nc3ccc(Cl)cc3)CC2)c1	-7	6	-15	-4	-16	-17	7	66*	-32	-18	4
49	Cc1cc([N+](=O)[O-])nn1CC(=O)Nc1nc2ccccc2s1	-8	0	-3	10	15	10	-8	2	0	-6	5
50	Clc1cccc(C2CCN(Cc3nc(CC4CC4)no3)C2)c1 (stereo unspecified)	1	-4	-20	-14	-26	-33	-12	2	-21	-10	11
51	Oc1c(Cl)cc(Cl)cc1C=Nc1ccc(Br)cc1	4	-1	-9	11	-3	-4	2	18	-27	-4	-19
52	Cc1cc(NC(=O)C(C)SCC(=O)OCc2ccc([N+](=O)[O-])cc2)no1 (stereo unspecified)	3	2	19	1	9	-16	-18	0	-8	2	10
53	O=C(NNC(=O)c1cccs1)c1ccc(Br)o1	-9	-7	14	15	0	11	-1	-4	16	11	4
54	CN(Cc1ccccc1)C(=O)c1csc(COCCO)n1	/	-4	0	-21	-1	-5	-1	8	-1	-5	12
55	CC(C)C(NS(=O)(=O)c1cccs1)C(=O)N(C)Cc1ccccc1 (stereo unspecified)	-5	-3	9	13	9	1	-1	1	-4	-3	10
56	CCN(CC)c1ccc(C(=O)NNC(=O)C2CCN(c3ncnc4sc(C)c(C)c34)CC2)cc1	-2	6	14	6	13	21	-25	-3	23	14	2
57	Cc1cc(C)nc(Nc2ccccc2Br)n1	-1	2	-12	-12	-6	2	2	-2	-8	0	-6
